CCT modulator: changes cytosolic chaperonin activity; purified chaperonin ATPase assay, HTRF ADP detection, 30 min; 360,000 compounds, 0.3% hits; AID 651819; activity change, % (concentration not given with the values), hits read low; in the data active = activity change below about -30%; also: % is scaled to controls: 0 for no effect and ±100 for the full control effect
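First, chaperonin was dispensed at 40 nM or 20 nM final depending on batch activity. Next, compounds were pinned at 76 uM and ATP added at 10 uM. After 30 min at 37 °C, ADP detection reagents ran 30 min at ambient temperature.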
IL2 activator: activates IL-2 in a cell-based reporter assay; activation, % (series mostly up to about 46 µM); AID 652025; IL-2 activation reporter assay, cell-based qHTS; stimulated with anti-CD3/CD4/CD28 beads; in transgenic mouse T cells; 360,000 compounds, 0.065% hits; in the data active = activation above about 50%; inconclusive = mostly about 30% to 49%; also: 0% is about no effect
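Quantitative HTS in unstimulated transgenic mouse T cells, with memory T cells as non-tolerant control and PMA/ionomycin as tolerance-bypass control. Compound pretreatment lasted 60 minutes before 18 h bead stimulation; EGFP/DsRed fluorescence read.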
EPAC1 antag: antagonists of human EPAC1. 360,000 compounds, 0.14% hits. Potency, µM (series often up to 115 µM), for the others: top-dose activity change, negative = inhibition, actives largely listed as inhibitors. O95398. EPAC1 GEF assay, Rap1b-BODIPY-GDP exchange fluorescence;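 also: potency is read from the fitted curve at half-maximal effect; plate controls were vehicle for no effect and positive control for full effect; nearly all actives have a fitted effect of over 50% in size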
PLK1 PBD block: PLK1 (human) polo-box domain binding inhibition | Plk1 PBD binding of FITC phosphopeptide, fluorescence polarization | AID 720504 | 360,000 compounds, 2.8% hits | Potency, µM, for the others: max response, negative = inhibition, actives largely listed as inhibitors; also: potency is read from the fitted curve at half-maximal effect; series mostly up to about 57 µM; % is scaled to controls: 0 for no effect and ±100 for the full control effect; nearly all actives have a fitted effect of over 65% in size
Target sequence (P53350 whole entry, looked up, the tested form may be a part): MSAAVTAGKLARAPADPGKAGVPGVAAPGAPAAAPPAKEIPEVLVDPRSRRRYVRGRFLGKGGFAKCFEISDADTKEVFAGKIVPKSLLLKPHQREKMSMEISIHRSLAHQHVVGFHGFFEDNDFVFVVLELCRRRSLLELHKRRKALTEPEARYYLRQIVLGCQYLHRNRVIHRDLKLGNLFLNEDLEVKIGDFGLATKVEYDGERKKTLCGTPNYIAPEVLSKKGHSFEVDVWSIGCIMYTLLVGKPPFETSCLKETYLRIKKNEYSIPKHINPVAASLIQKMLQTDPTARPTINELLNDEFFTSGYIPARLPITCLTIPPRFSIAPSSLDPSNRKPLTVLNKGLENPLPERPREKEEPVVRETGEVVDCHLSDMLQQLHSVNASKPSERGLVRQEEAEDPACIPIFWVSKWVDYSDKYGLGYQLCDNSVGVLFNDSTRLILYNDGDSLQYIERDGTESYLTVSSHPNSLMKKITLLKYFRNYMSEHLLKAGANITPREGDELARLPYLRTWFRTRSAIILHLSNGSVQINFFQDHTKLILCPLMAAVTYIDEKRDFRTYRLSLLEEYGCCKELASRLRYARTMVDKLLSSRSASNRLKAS
WRN inhibitor: inhibitors of human WRN helicase. Q14191. WRN helicase unwinding, fluorescent forked duplex, kinetic. Potency, µM (doses to about 114 µM), for the others: at the top dose activity change, negative = inhibition, actives largely listed as inhibitors. 360,000 compounds, 0.46% hits; also: potency is read from the fitted curve at half-maximal effect; % is scaled to controls: 0 for no effect and ±100 for the full control effect; nearly all actives have a fitted effect of over 55% in size
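Fluorescence dequenching readout, ex 525 nm/em 598 nm, kinetic mode: forked duplex DNA (100 nM final) with adjacent fluorophore and quencher unwound by WRN (20 nM final) with 2 mM ATP. Compound preincubation 15 min, room temperature.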
EPAC1 ag: EPAC1 (human) agonism; Potency, µM (highest dose often 154 µM), inactives show top-dose activation, usual class: activators; 360,000 compounds, 0.073% hits; EPAC1 agonist qHTS, biochemical assay; response scale: 100% = response to 6.5 mM cAMP; also: potency is read from the fitted curve at half-maximal effect; nearly all actives have a fitted effect of over 60% in size
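Nucleotide exchange assay: 100 nM EPAC1 with 250 nM Rap1B loaded with BODIPY-GDP and 50 uM GDP, room temperature. Fluorescence (480/540 nm) read every 5 min for 30 min; signal change normalized to 6.5 mM cAMP as full agonist.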
EPAC2 ag: EPAC2 (human) agonism; Q8WZA2; EPAC2 activation, biochemical qHTS; response scale: 100% = 6.5 mM cAMP response; Potency, µM (highest dose often 154 µM), inactives show at the top dose activation, usual class: activators; 360,000 compounds, 0.079% hits; also: potency is read from the fitted curve at half-maximal effect; nearly all actives have a fitted effect of over 50% in size
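Each well held 100 nM EPAC2, 250 nM RAP1B-BODIPY-GDP and 50 uM GDP. Fluorescence, read at 5-min intervals to 30 min, was referenced to a 6.5 mM cAMP positive control.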
PI5P4Ka inh: inhibitors of human PI5P4K alpha | 330,000 compounds, 1.2% hits | PI5P4Kalpha enzyme, ADP-Glo luminescence, 60 min; active compounds read low | P48426 | max response, %; active = max response of -50% or lower; inconclusive = between -30% and -50%; inactive = -30% or higher; also: value at the top dose of about 77 µM; % is scaled to controls: 0 for no effect and ±100 for the full control effect
Target sequence (P48426 whole entry, looked up): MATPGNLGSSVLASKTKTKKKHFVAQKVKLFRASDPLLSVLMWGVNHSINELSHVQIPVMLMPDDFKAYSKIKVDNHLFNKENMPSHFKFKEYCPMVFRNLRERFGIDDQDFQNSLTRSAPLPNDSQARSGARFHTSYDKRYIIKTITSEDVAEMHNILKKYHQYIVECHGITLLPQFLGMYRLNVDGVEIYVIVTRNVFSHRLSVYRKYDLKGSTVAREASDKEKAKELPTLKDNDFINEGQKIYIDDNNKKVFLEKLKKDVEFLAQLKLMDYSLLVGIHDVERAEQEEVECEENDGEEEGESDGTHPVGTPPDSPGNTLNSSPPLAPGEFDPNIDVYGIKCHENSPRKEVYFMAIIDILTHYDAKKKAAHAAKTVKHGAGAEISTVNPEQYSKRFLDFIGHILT
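ADP-Glo luminescence end-point read after a 60 min room-temperature kinase reaction of PI5P4Kalpha plus substrate, initiated with ATP at 5 microM final. Buffer: 0.038 M HEPES pH 7.4, EGTA, 0.1% CHAPS, 5% DMSO.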
An asterisk follows results filed as active; ? = inconclusive; . = not tested or not shown; [ ] = remark or other dose. Unless noted, calls follow the shape of the dose curve; as a rule, active = well fitted curve in the direction sought with a large enough effect; inconclusive = small, poorly fitted or top-dose-only effect, or another doubt; inactive = no such curve, though single readings can be large; an effect the other way counts as inactive or inconclusive. These rows are one share of the data; rates above refer to the full screens.

SMILES | CCT modulator | IL2 activator | EPAC1 antag | PLK1 PBD block | WRN inhibitor | EPAC1 ag | EPAC2 ag | PI5P4Ka inh
COCCn1c(SCC(=O)N2CCCc3ccccc32)nc2ccccc2c1=O | 0.2 | 0.1 | -6% | -12% | -11% | 20% | 13% | 0
Cc1cccc(OCC(=O)Nc2cc(NC(=O)COc3cccc(C)c3C)cc(C(=O)O)c2)c1C | -1.1 | -0.3 | -8% | -20% | -3% | -3% | 11% | -4
CCCCNC(=O)C1(C)CCCCN1C(=O)c1oc2ccccc2c1C (stereo not drawn) | 1.3 | -0.6 | -6% | -7% | -5% | 1% | 3% | -2
CC(C)(C)C(=O)CN1C(=O)NC2(CCc3ccccc32)C1=O (stereo not drawn) | -1.1 | -3.3 | 21% | 1% | 3% | -2% | 4% | -5
COc1cc(-c2cc3nc(NC4CCCCC4)ccn3n2)cc(OC)c1OC | -0.8 | -1.0 | -22% | -7% | -17% | 0% | 20% | -7
COc1ccc(C(C(=O)NC2CCCCC2)N(C(=O)CCl)c2ccc(C)cc2)cc1 (stereo not drawn) | -2.4 | -0.3 | 7% | 1% | -3% | 0% | -9% | 8
CCC1(c2ccc(OC)cc2)NC(=O)N(CC(=O)N2CCc3ccccc32)C1=O (stereo not drawn) | 1.0 | -4.0 | 1% | -4% | -2% | 1% | 1% | -6
Cc1cccn2c(=O)nc(SCC(=O)NCc3ccc(F)cc3)nc12 | 3.0 | 0.0 | -20% | -3% | 0% | 5% | 1% | -6
Cc1ccc(C(=O)COC(=O)CCC(=O)Nc2ccccc2Cl)cc1[N+](=O)[O-] | -1.2 | 1.8 | -6% | 0% | -14%[57.1 µM] | 1% | 3% | -6
CCN1CCN(c2cc(=O)n(-c3cc(Cl)ccc3C)c(=O)[nH]2)CC1 | -0.1 | 1.1 | 6% | -21% | 3% | 8% | 8% | .
CCCN(CCC)C(=O)Cn1c(=O)n(CCCCCC(=O)Nc2ccccc2)c(=O)c2sccc21 | -0.4 | -0.3 | -1% | -3% | 3% | 0% | -2% | 0
CCN(C(=O)CN1C(=O)NC2(CCc3ccccc32)C1=O)C1CCCCC1 (stereo not drawn) | 1.3 | -3.4 | 14% | 1% | 0% | -7% | 7% | 0
CCCCc1cc(=O)oc2c(C)c(OCc3nn[nH]n3)ccc12 | -0.7 | -0.5 | 0% | -15% | -7% | 6% | 2% | ?
Cc1ccc(NC(=O)CSc2ncnc3ccccc23)cc1S(=O)(=O)N1CCCCC1 | 0.3 | -3.5 | -1% | -8% | -18% | 14% | 20% | -7
CCCCn1c(N)c(N(CC(C)C)C(=O)C(C)SCc2nc3sc(C)c(C)c3c(=O)[nH]2)c(=O)[nH]c1=O (stereo not drawn) | -1.0 | 2.0 | -1% | -5% | -22% | 8% | 8% | -10
CCN(CCS(=O)(=O)c1ccc(Cl)cc1)C(=O)Nc1ccccc1 | -3.5 | -0.5 | -2% | -13% | ? | 4% | 7% | 7
COc1ccc2[nH]c(C(=O)O)c(NC(=O)c3cc(OC)c(OC)c(OC)c3)c2c1 | -9.8 | 1.8 | -3% | -7% | -8% | -5% | 9% | -8
Cc1cccc(CN2C[C@]34CC[C@@H](C[C@@H]3S2(=O)=O)O4)c1 | -0.6 | -0.3 | 14% | -3% | 6% | 14% | 8% | -4
CCOCCCn1c(SCC(=O)Nc2ccc(NC(C)=O)cc2)nc2ccccc2c1=O | 1.5 | 0.2 | -7% | 5% | 0% | -2% | 4% | 0
CCCCNC(=O)C[C@@H]1C[C@@]2(C(=O)OCC)CCCC=C2N(CCC2=CCCCC2)C1=O | . | -0.8 | 7% | 2% | 0% | -7% | 0% | 6
CN(CC(=O)Nc1ccccc1C(F)(F)F)C(=O)C1CCN(S(=O)(=O)c2ccc3c(c2)OCCO3)CC1 | 0.3 | -4.8 | 12% | -1% | -2% | -2% | 0% | 9
O=C(CCNC(=O)c1ccccc1Cl)Nc1nc(-c2ccc3ccccc3c2)cs1 | -0.5 | -0.1 | -1% | -5% | -6% | 14% | 13% | 4
S=C(Nc1ccccc1)c1ccccn1 | 5.4 | -0.8 | 8% | -17% | -12% | 7% | 2% | 2
S=C(Nc1ccc2c(c1)OCO2)Nc1ccccc1Cl | -0.4 | -1.2 | -27% | ? | 3% | 17% | 4% | -1
Cc1ccc(C)c(N2C(=O)CC(Cc3ccc(Br)cc3)C2=O)c1 (stereo not drawn) | 1.2 | 0.6 | -9% | 2% | 4% | 15% | 11% | 16

Five compounds from above, showing only CCT modulator, EPAC1 antag and WRN inhibitor:
Compound	CCT modulator	EPAC1 antag	WRN inhibitor
COCCn1c(SCC(=O)N2CCCc3ccccc32)nc2ccccc2c1=O	0.2	-6%	-11%
Cc1cccc(OCC(=O)Nc2cc(NC(=O)COc3cccc(C)c3C)cc(C(=O)O)c2)c1C	-1.1	-8%	-3%
CCCCNC(=O)C1(C)CCCCN1C(=O)c1oc2ccccc2c1C (stereo not drawn)	1.3	-6%	-5%
CC(C)(C)C(=O)CN1C(=O)NC2(CCc3ccccc32)C1=O (stereo not drawn)	-1.1	21%	3%
COc1cc(-c2cc3nc(NC4CCCCC4)ccn3n2)cc(OC)c1OC	-0.8	-22%	-17%

Additional compounds:
SMILES | CCT modulator | IL2 activator | EPAC1 antag | PLK1 PBD block | WRN inhibitor | EPAC1 ag | EPAC2 ag | PI5P4Ka inh
COc1cc(/C=N/NC(=O)c2cc(C3CC3)[nH]n2)ccc1O | -4.4 | 0.1 | 6% | -4% | -1% | -1% | 5% | -2
O=C(NCCOc1ccccc1F)C1CC(=O)N(c2ccc3c(c2)OCCO3)C1 (stereo not drawn) | 1.5 | 0.5 | 6% | 3% | 7% | -11% | 4% | 0
C[C@H]1CN[C@H](CCO)/C1=C\c1ccccc1 | 0.1 | -0.4 | 11% | -8% | -5% | -14% | 8% | 0
O=C(CSc1nnc(CN2CCOCC2)n1-c1ccccc1)N1CCc2ccccc21 | 1.5 | -0.1 | 6% | -1% | 3% | 0% | 1% | -2
O=C(N/N=C/c1cn(-c2ccccc2)nc1-c1cccnc1)c1ccc(F)cc1 | 1.2 | -0.5 | -13% | -7% | -1% | -15% | -5% | -1
CCCC(=O)C1=C(O)C(C(=O)OC)C(C)(C)CC1=Nc1ccncc1 (stereo not drawn) | -3.7 | -0.6 | 13% | -6% | -26%[57.1 µM] | -13% | 3% | 0
COC(=O)c1ccc(NC(=O)CSc2ccc(-c3ccccn3)nn2)cc1 | -27 | 0.8 | -1% | -13% | -31% | -17% | 0% | -3
CS(=O)(=O)N1CCN(c2ccccc2NC(=O)c2ccc3c(c2)OCCO3)CC1 | -0.1 | 0.3 | 2% | -12% | -3% | 8% | 2% | 1
CCn1c(SCC(=O)NNC(=O)c2ccc(C)cc2)nnc1C(C)C | 3.2 | 0.1 | -7% | -5% | 6% | 0% | 0% | -1
COC(=O)C1C(=O)C2=C(CC1C)NC(C)=C(C(=O)OC1CCCC1)C2c1ccc(N(C)C)cc1 (stereo not drawn) | -2.1 | -2.0 | -15% | -8% | -15% | 15% | 6% | .
Cc1snnc1C(=O)NC(=S)Nc1ccccc1 | 1.0 | -3.3 | 4% | -18% | 1% | 0% | 13% | -7
CNc1c(NS(=O)(=O)c2ccc(OC)cc2)c(=O)oc2ccccc12 | 1.0 | 0.3 | -8% | -4% | 6% | -2% | 7% | -4
Cc1cccc2cc(CNCC3CCCO3)c(Cl)nc12 (stereo not drawn) | -4.0 | -0.1 | -10% | -17% | 9% | 3% | 18% | 9
COCCCNC(=O)Cn1nnc(-c2ccc(NC(=O)c3ccccc3OC)cc2)n1 | -1.1 | -5.1 | -1% | 1% | -7%[57.1 µM] | 7% | 13% | .
COc1ccc(S(=O)(=O)N2CCN(C(=O)c3cc(C4CC4)nn3-c3ccccc3)CC2)cc1OC | 1.6 | 0.3 | 3% | -2% | 5% | 3% | 8% | 21
Cc1ccc(-c2noc(-c3ccccc3C(=O)N3CCOCC3)n2)cc1 | -1.8 | -0.5 | -1% | -10% | -6% | -4% | 13% | .
CC(C)(C)C1CCC2(CC1)NC(=S)N(c1ccccc1)N2 (stereo not drawn) | -1.0 | 1.9 | -10% | 1% | 2% | 10% | -9% | 3
CCNc1ccc(C(=O)N/N=C/c2c(C)nn(-c3ccccc3)c2N2CCCC2)cc1[N+](=O)[O-] | -1.7 | 2.6 | -1% | 0% | -9%[57.1 µM] | -7% | 1% | -4
CC(=O)Nc1ccc(NC(=O)CCCc2c[nH]c3ccccc23)cc1 | -1.7 | 0.5 | -29% | -14% | 11% | -4% | 10% | -11
CN1C(=O)CC(N2CCC(c3nc4ccccc4[nH]3)CC2)C1=O (stereo not drawn) | -0.5 | -3.1 | 2% | -5% | -2% | 28% | 17% | 1
C=CCNC(=S)N1CCN(c2cc3c(cc2F)c(=O)c(C(=O)O)cn3CC)CC1 | -0.7 | 1.0 | -25% | -7% | 0% | -2% | 2% | 6
CCC(C)(C)n1nnnc1C(c1ccc(C)cc1)N1CCN(C(=O)c2ccco2)CC1 (stereo not drawn) | 1.6 | -2.4 | 3% | -2% | 1%[57.1 µM] | -2% | -6% | 0
Cc1c(Cl)cccc1NC(=O)CCNC(=O)N1CC(=O)Nc2ccccc21 | -3.8 | 0.1 | -10% | 27µM* | 0% | -11% | 0% | -15
O=C(CCCN1C(=O)/C(=C/c2ccccc2Cl)SC1=S)NNC(=O)c1ccccc1 | -3.3 | -0.4 | 8% | 2% | 1% | 5% | 10% | -2
NC(=O)N/N=C/c1ccc(-n2nncc2-c2ccc(Cl)cc2)cc1 | -7.7 | -0.1 | -11% | -8% | 2% | -4% | 13% | -14
O=C1CCCc2nc(N3CCN(c4ccccc4)CC3)ncc21 | 1.1 | 5.5 | 0% | 30µM* | -2% | 3% | 1% | -4
CCC(C)(C)n1nnnc1C(c1cc(OC)ccc1OC)N1CCN(Cc2ccccc2)CC1 (stereo not drawn) | -1.9 | -0.8 | -12% | -2% | 7% | 5% | 9% | 3
CCC1(CC)Cc2ccccc2-c2nc(NN)[nH]c(=O)c21 | -0.2 | 1.5 | -18% | -8% | 3% | 6% | 9% | 7
Cc1ccc(CNC(=O)C(NS(=O)(=O)c2ccc3nc(C)sc3c2)C(C)C)cc1 (stereo not drawn) | -2.9 | -0.4 | -26% | -5% | 0% | -5% | 4% | 1

One compound at a time, as listed above. Order of values: CCT modulator, IL2 activator, EPAC1 antag, PLK1 PBD block, WRN inhibitor, EPAC1 ag, EPAC2 ag, PI5P4Ka inh
COc1cc(/C=N/NC(=O)c2cc(C3CC3)[nH]n2)ccc1O as listed: -4.4, 0.1, 6%, -4%, -1%, -1%, 5%, -2
CCCC(=O)C1=C(O)C(C(=O)OC)C(C)(C)CC1=Nc1ccncc1 (stereo not drawn) as listed: -3.7, -0.6, 13%, -6%, -26%[57.1 µM], -13%, 3%, 0

Source: PubChem BioAssay
